# E-sel TNF inh – TNF alpha driven E-selectin expression inhibition | HUVEC TNFa-induced E-selectin immunofluorescence, high content | hit rate 0.71% among 120,000 | AID 1246 | inhibition, % at 2 µM;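 active means inhibition above the batch mean plus 3 SD, and confirmed as a hit on visual image review, cut at about 43% in these data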;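 further: 0% = TNF-stimulated DMSO wells and 100% = unstimulated control wells; not every result past the cut was called active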
# An asterisk follows results filed as active.
# Sample of the layout:
SMILES,E-sel TNF inh
Cc1cccc(C)c1OCC(=O)Nc1ccc(NC(=O)c2ccco2)cc1,-29
Cc1nc2ccccc2nc1OCC(=O)Nc1ccc(F)cc1,-11
Cc1ccc(C)c(NC(=S)N(Cc2cccc(Br)c2)CC2CCC(C(=O)O)CC2)c1 (configuration not stated),10
COc1ccc(-c2[nH]ncc2CNC(C)c2cn(C)nc2C)c(F)c1 (configuration not stated),-3
COc1cccc(Nc2nc3ccccc3c(=O)[nH]2)c1,8
CCOC(=O)c1sc(=NC(=O)c2cccc(C)c2)n(C)c1C,-17
CCCCNC(=O)c1ccc(CNS(=O)(=O)c2ccc(Br)cc2)cc1,8
CCOc1ccc(N2C(=O)CC(Sc3nnnn3-c3ccccc3)C2=O)cc1 (configuration not stated),-14
O=C(Nc1cccc(NC(=O)C2CCCO2)c1)c1ccco1 (configuration not stated),-35
CCOC(=O)C1(C)/C(=N/Nc2ccc(S(N)(=O)=O)cc2)C(=O)C(=O)N1c1ccccc1 (configuration not stated),-23
Nc1[nH]ncc1-c1ccccc1,26
COc1ccccc1C(=O)NC(CCSC)C(=O)OC(C)C(N)=O (configuration not stated),-20
COc1ccc(CCNC(=O)CC2SC(=NCc3ccccc3OC)NC2=O)cc1 (configuration not stated),-26
C=CCNC(=O)C1CCC(C(=O)NCC=C)CC1 (configuration not stated),15
Cc1ccnc(N/C=C(/NC(=O)c2ccccc2)C(=O)NN)n1,49
COCCN(C(=O)CSc1nnc(-c2ccccc2F)n1C)c1c(N)n(Cc2ccccc2)c(=O)[nH]c1=O,-2
N#Cc1ccc(-c2ccc(OCC(=O)NCCCN3CCCC3=O)cc2)cc1,-9
Cc1cc(C)n(-c2ccc(C(=O)Nc3cccnc3Cl)cc2)n1,2
Cn1c(-c2csc(-c3cccc(C(F)(F)F)c3)n2)n[nH]c1=S,-11
Cc1c(NS(=O)(=O)c2cc(Br)cc3c2N(C(=O)C2CC2)CC3)c(=O)n(-c2ccccc2)n1C,8
CCC(=O)NCc1cc(-c2nn(C)c(=O)c3ccccc23)ccc1OC,-26
COc1cc(/C=C2\SC(=O)N(c3ccc(Cl)cc3)C2=O)cc([N+](=O)[O-])c1O,-19

# Main list (from the top)
SMILES,E-sel TNF inh
Cc1cccc(C)c1OCC(=O)Nc1ccc(NC(=O)c2ccco2)cc1,-29
Cc1nc2ccccc2nc1OCC(=O)Nc1ccc(F)cc1,-11
Cc1ccc(C)c(NC(=S)N(Cc2cccc(Br)c2)CC2CCC(C(=O)O)CC2)c1 (configuration not stated),10
COc1ccc(-c2[nH]ncc2CNC(C)c2cn(C)nc2C)c(F)c1 (configuration not stated),-3
COc1cccc(Nc2nc3ccccc3c(=O)[nH]2)c1,8
CCOC(=O)c1sc(=NC(=O)c2cccc(C)c2)n(C)c1C,-17
CCCCNC(=O)c1ccc(CNS(=O)(=O)c2ccc(Br)cc2)cc1,8
CCOc1ccc(N2C(=O)CC(Sc3nnnn3-c3ccccc3)C2=O)cc1 (configuration not stated),-14
O=C(Nc1cccc(NC(=O)C2CCCO2)c1)c1ccco1 (configuration not stated),-35
CCOC(=O)C1(C)/C(=N/Nc2ccc(S(N)(=O)=O)cc2)C(=O)C(=O)N1c1ccccc1 (configuration not stated),-23
Nc1[nH]ncc1-c1ccccc1,26
COc1ccccc1C(=O)NC(CCSC)C(=O)OC(C)C(N)=O (configuration not stated),-20
COc1ccc(CCNC(=O)CC2SC(=NCc3ccccc3OC)NC2=O)cc1 (configuration not stated),-26
C=CCNC(=O)C1CCC(C(=O)NCC=C)CC1 (configuration not stated),15
Cc1ccnc(N/C=C(/NC(=O)c2ccccc2)C(=O)NN)n1,49
COCCN(C(=O)CSc1nnc(-c2ccccc2F)n1C)c1c(N)n(Cc2ccccc2)c(=O)[nH]c1=O,-2
N#Cc1ccc(-c2ccc(OCC(=O)NCCCN3CCCC3=O)cc2)cc1,-9
Cc1cc(C)n(-c2ccc(C(=O)Nc3cccnc3Cl)cc2)n1,2
Cn1c(-c2csc(-c3cccc(C(F)(F)F)c3)n2)n[nH]c1=S,-11
Cc1c(NS(=O)(=O)c2cc(Br)cc3c2N(C(=O)C2CC2)CC3)c(=O)n(-c2ccccc2)n1C,8
CCC(=O)NCc1cc(-c2nn(C)c(=O)c3ccccc23)ccc1OC,-26
COc1cc(/C=C2\SC(=O)N(c3ccc(Cl)cc3)C2=O)cc([N+](=O)[O-])c1O,-19
CC(C)CN(C(=O)CSc1nncn1-c1ccccc1)c1c(N)n(CC(C)C)c(=O)[nH]c1=O,-14
Cc1cccc(OCc2nc(-c3ccc(Br)o3)no2)c1,23
CCOCCCN1CN(Cc2ccco2)CNC1=S,-13
CCOC(=O)N1CCN(C(=O)CCNS(=O)(=O)c2ccc3c(c2)c(=O)n(C)c(=O)n3C)CC1,7
O=C(C1CCCO1)N(c1ccc(F)cc1)C1C=CS(=O)(=O)C1 (configuration not stated),-1
N=C1C(c2ccccc2)=C(O)CN1CCCO,-30
CCOC(=O)c1ccc2[nH]c3ccccc3c2c1,6
CCOc1ccc(NC(C)C(=O)N/N=C/c2ccc([N+](=O)[O-])cc2)cc1 (configuration not stated),4
O=C(Nc1ccc(-c2cn3ccccc3n2)cc1)c1cccs1,-8
COc1cc(C(=O)NCC(c2cccnc2)N2CCN(c3ccc(F)cc3)CC2)cc(OC)c1OC (configuration not stated),-33
COc1cc(OC)cc(C(=O)NCC(=O)OCC(=O)Nc2ccc3c(c2)OCO3)c1,-40
O=C(N/N=C\c1ccc(Oc2ccccc2)cc1)c1csnn1,-25
Cc1cccc(-n2cc(-c3ccccc3)c3c(N4CCOCC4)ncnc32)c1,1
O=c1[nH]c2ccc(Cl)cc2c(O)c1Cc1ccccc1,-15
O=c1[nH]c2ccccc2nc1/C=C(\O)c1cccs1,-2
CCN(C(=O)CN1CCN(c2cccc(Cl)c2)CC1)c1c(N)n(Cc2ccccc2)c(=O)[nH]c1=O,-33
C=CCN(c1ccc(Cl)cc1)S(=O)(=O)c1cccc(C(=O)O)c1,0
CCOC(=O)c1nc(NCCc2ccccc2)sc1C,-14
CCOC(=O)c1cc(NC(=O)c2ccc(C)cc2)c(=O)oc1C(F)(F)F,-5
Cc1cc(NC(=O)Cn2ccsc2=N)c([N+](=O)[O-])cc1C,-20
Cc1ccc(NC(=O)c2cnc(N3CCN(c4ccccn4)CC3)c3ccccc23)c(Br)c1,4
CCc1ccccc1OCC(=O)OCC(=O)c1c(N)n(C)c(=O)n(C)c1=O,-10
COc1ccc(-c2nc3ncccn3c2Nc2ccccc2)cc1,-7
Cc1cccc(CN2CCN(C(=O)CCc3nnc(C4CCCCC4)o3)CC2)c1,-5
Cc1cc(C)nc(N/N=C/c2cc(C)n(CC(F)(F)F)c2C)n1,-20
COc1cc(NC(=O)c2cccc(Cl)c2)c(OC)cc1NC(=O)CN1CCCCC1,9
Cc1ccccc1CN(C)CC(=O)Nc1cccc(S(=O)(=O)N(C)c2ccccc2)c1,-2
C/C(=N\NS(=O)(=O)c1ccc(C)cc1)c1cc2ccccc2oc1=O,0
N#C/C(=C(/O)c1ccc(F)cc1)c1nc2ccccc2s1,-1
O=C(NCCCn1ccnc1)C(=O)NCC1OCCN1S(=O)(=O)c1ccc(Br)cc1 (configuration not stated),23
Cc1cc(Br)ccc1S(=O)(=O)n1ccnc1C,-67
N#Cc1c(-c2ccc(Cl)cc2)ccnc1N1CCOCC1,-2
CCN1CCN(CCCOc2ccc(Cl)cc2Br)CC1,-25
O=C(COc1ccccc1)N1CCN=C1SCc1ccccc1,-7
O=C(COC(=O)C12CC3CC(CC(Br)(C3)C1)C2)N1CCOCC1,-28
NS(=O)(=O)c1ccc(N/C=C\C(=O)c2ccc(F)cc2)cc1,14
COc1ccc(C(C(=O)NCCC(C)C)N(CCN2CCOCC2)C(=O)Cn2nnc3ccccc32)c(OC)c1 (configuration not stated),-10
Cc1onc(C(=O)NN)c1C(=O)N1CCN(C(c2ccccc2)c2ccccc2)CC1,6
# Going on with the list.
SMILES,E-sel TNF inh
Cc1nn(-c2ccccc2)c(Cl)c1C(=O)N1CCN(C)CC1,-5
O=[N+]([O-])c1ccc2c(c1)C(O)n1ncnc1S2 (configuration not stated),-7
O=C1N(Cc2cccc(Cl)c2)C[C@@H]2C[C@@H](c3ccccn3)N3CCC[C@@]123,30
O=C(COc1ccc(Br)cc1Cl)Nn1cnnc1,-17
CN(C)S(=O)(=O)c1cc(C(=O)OCCn2cnc3c2c(=O)n(C)c(=O)n3C)ccc1Cl,-24
O=C(O)c1ccc(C=C(c2nc3ccccc3s2)c2nc3ccccc3s2)cc1,-57
COc1ccc(/C=C2\SC(=S)N(N3C(=O)CCC3=O)C2=O)cc1O,5
CN(CCCC1CCCC1)C(=O)CCc1nnc(-c2ccccc2)o1,-56
COc1ccc(CC(=O)NCc2n[nH]c(=S)n2-c2cccc(C)c2)cc1,-22
O=C(c1ccc2c(c1)OCO2)C1CCCN(C(=O)NCc2ccccc2)C1 (configuration not stated),-15
COC(=O)Cn1c(=O)c(=O)n(CC(=O)OC)c2ccccc21,-20
O=C(O)CCCCOn1ccnc1,2
CCc1sc(NC(C)=O)nc1-c1ccccc1,0
Cc1ccc(S(=O)(=O)N2CCN(C(=O)c3cccs3)CC2)cc1C,5
Oc1ccc(N=Cc2ccc(OCc3ccccc3)cc2)cc1,-23
COC(=O)CCCNC(=O)c1ccc2[nH]c(C)c(C)c2c1,9
N#C/C(=C\c1ccc(N2CCCCC2)o1)C(N)=O,4
Cc1ccc(-c2nc(CN(C)C3CCOC3)c(C)o2)s1 (configuration not stated),17
Cc1[nH]nc2c1C(c1ccco1)C(C#N)=C(N)O2 (configuration not stated),20
COc1ccc(CCNC(=O)CSc2nnc3ccc(-c4cccnc4)nn23)cc1,50
Cn1c(CN2CCOCC2)nnc1SCc1ccc(C#N)cc1,-37
C/C(=N\NC(=O)c1sccc1-n1cccc1)c1cccs1,8
CC1(C)CC(CC(=O)O)CC(C)(C)N1,10
CCN(CC)S(=O)(=O)c1cc(NC(=O)CSc2nccn2C)ccc1C,32
CCCSc1nc2cc(OC)c(OC)cc2c(=N)n1CCCN1CCOCC1,7
Cc1cc(Cl)ccc1Oc1ccccc1C(=O)CC#N,-7
O=C(NC1CCCCC1)C(c1ccc(O)c(O)c1)N(C(=O)Cn1nnc2ccccc21)c1cccc(O)c1 (configuration not stated),15
CCOc1ccc(N(CC(=O)N/N=C/c2cc(Br)c(C)o2)S(C)(=O)=O)cc1,-10
CCN1CCN(CC(=O)Nc2ccc(Cl)c(S(=O)(=O)N(C)C)c2)CC1,-16
COc1cc(SC)ccc1C(=O)Nc1ncc(C)s1,6
O=C(Nc1ccccc1)/C(=C1\CCCN1)[N+](=O)[O-],-23
COc1ccc(C)cc1NC(=O)NC(C)c1ccncc1 (configuration not stated),6
COc1ccc(NC(=O)NN2CCOCC2)cc1OC,3
COc1cc(C(=O)Nc2ccc(Cl)c([N+](=O)[O-])c2)cc(OC)c1OC,-6
O=C(O)CCNC(=O)C12CC3CC(CC(C3)C1)C2,14
CNc1nc(-c2ccc3c(c2)CCN3C(=O)CC(C)(C)C)c(C)s1,14
COc1ccc(CCNC(=O)c2ccc3c(c2)OCCO3)cc1,-3
O=C(NCc1ccco1)C(=O)c1cn(CC(=O)N2CCCCC2)c2ccccc12,16
CC1CCCN(Cc2csc(N)n2)C1 (configuration not stated),-27
CC(=O)CSc1ncnc2sc3c(c12)CCCC3,-3
CN(Cc1ccccc1)C(=O)COC(=O)c1ccc(S(=O)(=O)N(C)C)cc1,37
Cc1cc(C(=O)COc2cc(F)ccc2[N+](=O)[O-])c(C)n1C1CC1,-28
COc1ccccc1/C=C/C(=O)NC(=S)NCC1CCCO1 (configuration not stated),-13
Oc1c(N=NC(=S)Nc2ccccc2F)c2ccccc2n1Cc1ccccc1,12
O=C(CSc1ccsc1[N+](=O)[O-])Nc1cc(F)ccc1F,11
O=C(CCN1CCCCC1)N=Nc1c(O)[nH]c2ccccc12,-4
Cc1ccc(OCC(=O)N2CC(C)OC(C)C2)c([N+](=O)[O-])n1 (configuration not stated),-23
CC1=C(C(=O)O)N2C(=O)C(NC(=O)c3nn(C)cc3[N+](=O)[O-])C2SC1 (configuration not stated),-32
CCC(=O)NC(=S)NNC(=O)c1ccc(O)cc1,-19
CCC(=O)Nc1nnc(-c2ccc(Cl)s2)o1,-9
COc1ccc(Nc2ccc(N3C(=O)CCC3=O)cc2[N+](=O)[O-])cn1,-11
O=[N+]([O-])c1cccc(OCc2cn3cccnc3n2)c1,7
Cc1cc[n+](CC(=O)Nc2nc3ccccc3s2)cc1,-20
CCNS(=O)(=O)c1c(C)cc(C)c(N(C)S(=O)(=O)c2ccccc2)c1C,-10
COc1cc(OC)c(OC)cc1/C=N/NC(=O)c1cnccn1,-5
CC(C)CC(=O)Nc1ccccc1N1CCN(c2ccccc2)CC1,11
O=C(N/N=C/c1ccc2c(c1)OCO2)C(=O)N1CCCC1,2
Cc1ccccc1OCCCC(=O)Nc1nncs1,-16
CCOc1ccc(N2C(=O)CC(N(Cc3ccco3)C(=O)CCC(=O)O)C2=O)cc1 (configuration not stated),13
CC(=O)c1ccccc1NC(=O)COC(=O)/C=C/c1ccc(C)o1,-25
# Other entries.
SMILES,E-sel TNF inh
COc1ccc(-n2cnc3scc(-c4ccccc4)c3c2=O)cc1,-1
Cc1cccc(NC(=O)NCc2ccc3[nH]c(C)cc3c2)c1,-44
COC(=O)CC1=NN(c2ccc(OC)cc2)C(=O)C1,-46
NC(=S)NC(=O)/C=C/c1ccccc1,-22
O=C(COC(=O)CSCc1ccccc1)NCc1ccccc1,7
CSc1nc2ccccc2c(=O)n1C1CCOC(C)(C)C1 (configuration not stated),-18
O=C(CSc1nc2ccccc2c(=O)n1CCCN1CCOCC1)Nc1ccc2c(c1)OCO2,15
CC[n+]1c(C)n(-c2ccccc2)c2ccc(NC(C)=O)cc21,2
O=C(NCc1cccs1)C(=O)NCC(c1ccco1)N1CCN(c2ccccc2F)CC1 (configuration not stated),54
CC(C)(C)NC(=O)COc1ccc(CNCc2cccnc2)cc1,-16
CC(=O)Nc1ccc(NC(=O)CSc2nc(C)nc3sc(C)c(C)c23)cc1,-11
Cc1ccc(NC(=O)NNC(=O)c2ccccc2)cc1,-28
CCCCCn1nc(C(=O)OCC(=O)c2c(N)n(C)c(=O)n(C)c2=O)c2ccccc2c1=O,-35
COc1ccccc1CNc1nc(-c2cc(C)n(C)c2C)cs1,-34
CN(C)C(=O)c1sccc1Oc1ccc(F)cc1[N+](=O)[O-],-3
CC(C)c1csc(CN2CCN(CCc3ccccc3)C(CCO)C2)n1 (configuration not stated),-13

# The list is partial; count on the stated rates, not on these rows.
